# hgDAF-12 ag: agonists of H. glycines DAF-12 nuclear receptor | activation, % at 6.8 µM | AID 687014 | HEK293 GAL4-hgDAF12 UAS-luciferase reporter, agonist luminescence; normalized to butyrate control | 1.8% of 370,000 active;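 active = activation above a cutoff set at the mean of all screened compounds plus 3 SD, cut at about 10% in these data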;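 note: 0% = DMSO wells and 100% = sodium butyrate wells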
# PLC-beta3 inh: PLC-beta3 (human) inhibition, primary screen; inhibition, % at 12.2 µM; 0.18% of 370,000 active; Purified PLC-beta3, fluorogenic substrate, fluorescence; Q01970; in the data active = inhibition above about 11%;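 note: 0% = median of compound wells on plate and 100% = full blocker control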
# DAX1 inh-1: inhibitors of DAX1 repression of SF-1 activated StAR promoter | HEK293T StAR-luciferase reporter, SF-1/DAX-1 repression relief | inhibition, % at 6.8 µM | 1.1% of 370,000 active | AID 652010;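 active = inhibition above the mean over all tested compounds plus 3 SD, cut at about 3.6% in these data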;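 note: 0% = DAX-1 cells with DMSO and 100% = cells lacking DAX-1 with DMSO; higher inhibition means more luminescence from relief of DAX-1 repression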
# SMARCA2 act: activators of SMARCA2 function. activation, % at 9.1 µM. 1% of 370,000 active. MG213 cells, MMTV-luciferase reporter, dexamethasone, overnight. AID 652017; in the data active = activation above about 7.8%;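 note: 0% = vehicle wells and 100% = reference activator wells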
# PLC-gamma1 inh: blocks human PLC-gamma1 enzyme activity | P19174 | purified PLC-gamma1, fluorogenic substrate, fluorescence | inhibition, % at 12.2 µM | 0.84% of 370,000 active; in the data active = inhibition above about 9.5%
# ssDAF-12 act: activates DAF-12 receptor from parasite S. stercoralis; HEK293 ssDAF-12/GRIP1 lit1-tk-luc reporter, luminescence; % of 3 µM dafachronic acid response; activation, % at 6.8 µM; 1% of 370,000 active;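 active = activation above the mean over all tested compounds plus 3 SD, cut at about 0.9% in these data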;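 note: 0% = DMSO-only wells and 100% = 3 µM delta7-dafachronic acid wells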
# DAX1 inh-2: NR0B1 (DAX1) inhibition; P51843; HEK293 Gal4-DAX1 luciferase reporter, luminescence; inhibition, % at 6.75 µM; 0.99% of 340,000 active; AID 504766;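 active = inhibition above the mean over all tested compounds plus 3 SD, cut at about 4.2% in these data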;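 note: 0% = DAX1-transfected cells with DMSO and 100% = empty-vector control cells with DMSO; inhibition shows as a rise in luminescence from relieved DAX1 repression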
# ADAM17 inh: inhibitors of human ADAM17 | P78536 | recombinant ADAM17, EDANS/DABCYL FRET peptide cleavage | inhibition, % at 6.95 µM | 0.83% of 370,000 active;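 active = inhibition above the mean of compounds lying between control limits plus 3 SD, set per campaign, cut at about 8.5% in these data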;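 note: 0% = DMSO-only wells as the low control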
# MBD2 DNA inh: MBD2-methylated oligo binding inhibition; Q9UBB5; TR-FRET, MBD2 binding to methylated oligonucleotide; inhibition, % at 4.4 µM; 0.31% of 370,000 active; AID 686964; in the data active = inhibition above about 13%
# Rev-erbA mod: Rev-erb alpha (human) modulation | Rev-erbα–FITC-DNA binding, fluorescence polarization, 90 min | activity, % at 10 µM | 0.79% of 370,000 active | AID 1259318;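 active = activity above about 14%, limit read from the data; passing the limit was not always enough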;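 note: 0% = DMSO wells with 35 nM protein and 100% = DMSO wells with 750 nM protein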
# hcDAF12 agonist: H. contortus DAF-12 activation, primary screen; HEK293 hcDAF-12 lit1-tk-luc reporter, luminescence; 0% DMSO, 100% Δ7-dafachronic acid; activation, % at 6.8 µM; 1.4% of 370,000 active; AID 652067;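 active = activation above the mean of all tested compounds plus 3 SD, cut at about 5.5% in these data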;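 note: 100% = response to 3 µM Δ7-dafachronic acid high control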
# * = called active by the depositor; · = no result given; & = joins results of further samples.
SMILES,hgDAF-12 ag,PLC-beta3 inh,DAX1 inh-1,SMARCA2 act,PLC-gamma1 inh,ssDAF-12 act,DAX1 inh-2,ADAM17 inh,MBD2 DNA inh,Rev-erbA mod,hcDAF12 agonist
CCOc1ccccc1NC(=O)c1ccc2[nH]c(C)c(C)c2c1,3.2,-46,0.3,0,-25,-0.6,-0.6,-8,0,8,1.2
COc1ccc(C(=O)NCC(=O)OCc2nc(N)nc(Nc3ccccc3C)n2)cc1,0.3,-7,-0.1,-1,-2,-1.2,0.2,-5,2,-3,-0.1
CCOC(=O)C1(CC2CC2)CCN(Cc2cn[nH]c2-c2cccc(F)c2)CC1,-3.5,4,-0.3,-1,0,-1.0,1.0,-2,-8,0,-1.1
O=C(COC(=O)c1cccnc1Cl)c1ccccc1,3.2,1,1.9,2,8,-1.3,3.0,5,-4,-3,1.1
CN1CCN(C(=S)NC(=O)c2ccc(C(C)(C)C)cc2)CC1,0.2,-1,-0.3,-1,-1,-0.9,-1.3,2,3,-7,-3.4
O=[N+]([O-])c1cnc2ccccn12,-0.6,-6,0.1,-5,1,-1.1,1.3,-2,0,3,1.7
CC(C)c1ccc(NC(=O)c2ccc3snnc3c2)cc1,12*,-11,5.0*,2,0,0.3,1.1,-1,-2,0,4.7
COc1ccc(CSCC(=O)N/N=C/c2ccccc2O)cc1,2.0,-13,-0.5,-3,-12,-0.9,0.7,-5,3,-3,3.8
CC(C)(C)NC(=O)/C=C/c1ccc(C(F)(F)F)cc1,4.0,3,-0.1,6,-1,-1.4,3.1,-3,2,5,0.3
COc1ccc(N=C2SC(C(N)=O)CC(=O)N2CCc2ccc(OC)c(OC)c2)cc1 (stereo not drawn),-1.2,3,0.4,-4,2,-0.9,0.9,3,-1,1,0.6
O=C1CSC(c2cccnc2)N1c1ccccc1 (stereo not drawn),-1.6,-4,0.2,0,2,-1.2,-0.4,-1,-2,5,-0.1
Cc1nc(NC(=O)c2ccccc2O)sc1C,4.8,-10,0.8,3,-1,-0.8,2.6,-9,0,0,0.6
O=C(O)COc1cnc2ccccc2n1,-0.6,-24,0.6,-4,-24,-0.5,0.1,-27,2,-8,-0.7
NCC(O)COc1ccc2c(c1)OCO2 (stereo not drawn),0.2,2,0.0,1,-2,-1.3,0.4,-4,-6,1,-0.9
Cc1ccc(NC(=O)C2CC(O)CN2C(=O)OCc2ccccc2)cc1C (stereo not drawn),1.4,-9,0.2,1,-4,-1.0,2.8,-1,-2,-2,0.1
Cc1ccc(CN(CC(O)COc2cccc3[nH]cc(C)c23)C(C)(C)C)cc1 (stereo not drawn),-2.2,3,-0.4,-2,0,-1.2,-0.1,-2,6,3,-2.2
Cc1cccc(OC(C)C(=O)Nc2ccccc2C(=O)N2CCCCC2)c1 (stereo not drawn),2.9,-6,-4.6,0,1,-1.3,-1.2,-4,1,0,-2.6
O=C(NCCc1c[nH]c2ccccc12)/C(=C\c1cccnc1)NC(=O)c1cccs1,-3.8,2,-0.4,-2,-2,0.0,0.3,-4,4,-4,-1.9
CC(=O)OCP(C)(=O)COC(C)=O,0.0,4,0.1,-2,-2,-1.2,-0.7,2,-1,1,-2.0
O=C(NC(=S)Nc1nc(-c2cccc3ccccc23)cs1)c1cc2ccccc2o1,3.1,2,0.0,6,4,-0.8,-0.8,-2,1,-4,-0.2

# Grouped by structure, the compounds so far containing fluorine.
SMILES,hgDAF-12 ag,PLC-beta3 inh,DAX1 inh-1,SMARCA2 act,PLC-gamma1 inh,ssDAF-12 act,DAX1 inh-2,ADAM17 inh,MBD2 DNA inh,Rev-erbA mod,hcDAF12 agonist
CCOC(=O)C1(CC2CC2)CCN(Cc2cn[nH]c2-c2cccc(F)c2)CC1,-3.5,4,-0.3,-1,0,-1.0,1.0,-2,-8,0,-1.1
CC(C)(C)NC(=O)/C=C/c1ccc(C(F)(F)F)cc1,4.0,3,-0.1,6,-1,-1.4,3.1,-3,2,5,0.3

# Retrieved one by one from the entries so far:
SMILES,hgDAF-12 ag,PLC-beta3 inh,DAX1 inh-1,SMARCA2 act,PLC-gamma1 inh,ssDAF-12 act,DAX1 inh-2,ADAM17 inh,MBD2 DNA inh,Rev-erbA mod,hcDAF12 agonist
Cc1cccc(OC(C)C(=O)Nc2ccccc2C(=O)N2CCCCC2)c1 (stereo not drawn),2.9,-6,-4.6,0,1,-1.3,-1.2,-4,1,0,-2.6
CC(=O)OCP(C)(=O)COC(C)=O,0.0,4,0.1,-2,-2,-1.2,-0.7,2,-1,1,-2.0
NCC(O)COc1ccc2c(c1)OCO2 (stereo not drawn),0.2,2,0.0,1,-2,-1.3,0.4,-4,-6,1,-0.9
Cc1ccc(NC(=O)C2CC(O)CN2C(=O)OCc2ccccc2)cc1C (stereo not drawn),1.4,-9,0.2,1,-4,-1.0,2.8,-1,-2,-2,0.1

# Continued:
SMILES,hgDAF-12 ag,PLC-beta3 inh,DAX1 inh-1,SMARCA2 act,PLC-gamma1 inh,ssDAF-12 act,DAX1 inh-2,ADAM17 inh,MBD2 DNA inh,Rev-erbA mod,hcDAF12 agonist
O=C(COc1ccc(Cl)cc1)Nc1cccc(S(=O)(=O)NC2=NCCCCC2)c1,-3.1,1,-1.7,-2,-2,-1.2,-0.3,-2,0,5,-1.1
CSCc1c(C(=O)NC2CCCc3ccccc32)oc2ccccc12 (stereo not drawn),0.8,-3,-0.1,-2,0,-0.8,0.7,-4,2,1,-1.0
Cc1ccc(NC(=O)c2cc([N+](=O)[O-])ccc2N2CCOCC2)cc1C,-0.3,-4,0.8,8.1*,3,-0.6,0.3,2,1,2,0.4
Cc1nc2sccn2c(=O)c1S(=O)(=O)NCCc1ccc(Cl)cc1,1.0,-1,0.1,-1,-1,-1.4,1.0,-3,2,3,-1.5
CCCCn1c(N)c(N(CCOC)C(=O)CCNC(=O)c2ccccc2Cl)c(=O)[nH]c1=O,-2.1,-11,0.3,-2,-1,0.0,1.0,-8,9,-1,-2.0
Cn1ccnc1CN1CCN(C(=O)c2cc(COc3ccc(F)c(F)c3)on2)CC1,0.4,-7,1.9,0,-3,-0.9,-0.1,0,-5,-1,0.2
Cc1ccc(S(=O)(=O)N2CCN(C(=O)COC(=O)COc3ccccc3)CC2)cc1,-0.5,0,1.2,-4,7,-1.4,3.1,-1,1,0,-1.4
COc1ccc(C2CC3(O)NC(=O)C(C#N)(C3C)C2(C#N)C#N)cc1 (stereo not drawn),2.0,-6,-0.1,0,0,-0.9,·,-7,2,2,0.6
Cc1cc(C)n(-c2cc(Cl)ccc2[N+](=O)[O-])n1,-3.5,1,0.0,3,-1,-1.3,-0.6,-3,-1,9,0.5
CS(=O)(=O)N1CCN(C(=O)c2ccncc2)CC1,-2.3,3,-0.2,0,2,-1.2,0.7,1,-4,6,-1.1
COc1cccc(F)c1C(C[N+](=O)[O-])c1c(N)n(C)c(=O)n(C)c1=O (stereo not drawn),-0.3,-7,-1.6,4,0,-1.3,-6.0,-3,6,-7,-2.3
Cc1coc2c(C)c3oc(=O)c(CCC(=O)N4C[C@H]5C[C@@H](C4)c4cccc(=O)n4C5)c(C)c3cc12,-1.7,-196,0.8,4,-155,-1.7,1.3,-84,2,7,1.9
CC(=O)c1sc(NC(=O)c2ccccc2F)nc1C,14*,-5,5.4*,0,0,0.2,-0.4,-1,0,0,5.4
CCSC(=O)N1c2ccc(OC)cc2C=CC1C#N (stereo not drawn),-6.7,-125,-1.2,3,-96,-1.0,-1.1,-130,-5,4,0.8
CNC(=S)N/N=C(\C)c1ccc2c(c1)OCCO2,0.6,5,0.5,-3,15*,-0.8,0.9,6,2,-3,-2.2
C#CCOCCOCCOCCNc1nc(N2CCN(C(=O)[C@H](CCC(=O)O)n3cc([C@@H](N)CO)nn3)CC2)nc(N2CCN(C(=O)[C@H](CCC(=O)O)n3cc([C@@H](N)CCSC)nn3)CC2)n1,-1.9,1,0.5,-2,-2,-0.6,-0.4,-2,7,-6,-1.7
COc1cccc(/C=C/C(=O)OCC(=O)NC2CC2)c1OC,0.1,-28,-0.7,-4,-13,-1.4,0.7,-2,-1,-1,-0.4
c1ccc(-c2nc[nH]c2-c2ccccc2)cc1,-0.7,-1,-1.5,-3,4,-1.6,0.3,-1,8,-6&-3,-2.0
O=C(O)Cc1ccc(NS(=O)(=O)c2c(Cl)cccc2Cl)cc1,-3.6,-6,-0.1,-3,0,-2.0,0.5,-4,3,0,1.4
COc1ccc(NC(=S)NC(=O)c2cccnc2)cc1,3.1,-4,-0.4,-1,0,-1.4,1.8,-1,1,-6,-1.0
O=C1OC(CC(=O)N(Cc2nnc(-c3ccccc3Cl)o2)C2CC2)c2ccccc21 (stereo not drawn),0.9,-7,-0.2,-3,0,-0.6,0.0,-3,3,7,-1.9

# Screens: PubChem BioAssay, several laboratories
